MMP13 fTHP cleavage = MMP13 inhibitors among fluorescent compounds, confirmation, biochemical, possible fluorescent artifacts, delta fluorescence (AID 734); MMP13 fTHP FRET cleavage, delta fluorescence 4 h; hits give high values; inhibition, %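 (each compound tested at 4 µM nominal in triplicate)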; 5,100 tested, under 10 active;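 active means inhibition above the mean inhibition over all tested compounds plus 3 SD, cut at about 75% in these data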;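 further: 0% = DMSO only wells and 100% = 8 µM reference MMP13 inhibitor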
An asterisk follows results filed as active. These rows are one share of the data; the hit share may differ from the screen's.

Compound	MMP13 fTHP cleavage
CC1(C)Cc2c(sc3c2C(=O)NC(c2cccnc2)N3)CO1 (stereo not given)	5
O=c1[nH]c2ccccc2c(=O)n1-c1cccc(Cl)c1	7
CCCCOCCCn1c(N)c(C(=O)OC(C)COC)c2nc3ccccc3nc21 (stereo not given)	-12
CN1CCN(C(=O)COc2ccc(-c3nc4ccccc4s3)cc2)CC1	5
CC(C)Cc1[nH]c(=O)c(C#N)c2c1CCC2	-8
CC(C)OCCCNC(=O)c1c(N)n(CC2CCCO2)c2nc3ccccc3nc12 (stereo not given)	-10
COc1cc2[nH]c(=O)n(-c3ccccc3)c(=O)c2cc1OC	5
COCCOC(=O)c1c(N)n(Cc2ccc(OC)cc2)c2nc3ccccc3nc12	-14

Continued, starting with the last 2 of the part before.
Compound	MMP13 fTHP cleavage
COc1cc2[nH]c(=O)n(-c3ccccc3)c(=O)c2cc1OC	5
COCCOC(=O)c1c(N)n(Cc2ccc(OC)cc2)c2nc3ccccc3nc12	-14
CCCCCn1c(N)c(C(=O)NCCN2CCOCC2)c2nc3ccccc3nc21	12
O=C(Cn1c2c(c(-c3ccccc3Cl)cc1=O)CCC2)N1CCC2(CC1)OCCO2	-2
Nc1c(C(=O)OCC2CCCO2)c2nc3ccccc3nc2n1Cc1cccs1 (stereo not given)	-6
CCCOC(=O)COc1cc(C)cc2oc(=O)c3c(c12)CCC3	-9
CC(=O)Nc1ccc(OC(=O)c2ccccc2N)cc1	0
COCCOC(=O)C1=C(N)Oc2c(c(=O)oc3ccccc23)[C@@]12C(=O)Nc1ccccc12	5
CCCCn1c(N)c(C(=O)OCC2CCCO2)c2nc3ccccc3nc21 (stereo not given)	6
CCCNc1oc(-c2cccc3ccccc23)nc1C#N	-118

4 entries picked at random from those above, as already listed:
Compound	MMP13 fTHP cleavage
CCCNc1oc(-c2cccc3ccccc23)nc1C#N	-118
CCCCCn1c(N)c(C(=O)NCCN2CCOCC2)c2nc3ccccc3nc21	12
O=C(Cn1c2c(c(-c3ccccc3Cl)cc1=O)CCC2)N1CCC2(CC1)OCCO2	-2
CCCCn1c(N)c(C(=O)OCC2CCCO2)c2nc3ccccc3nc21 (stereo not given)	6

Compound activity: PubChem BioAssay, The Scripps Research Institute Molecular Screening Center
